Screening results from PubChem.
esBAF inh: inhibitors of esBAF chromatin remodeling in mouse ES cells | Bmi1-luciferase knock-in reporter, 24 h; 100% = twice the neutral-well signal | reporter increase, % at 12.5 µM | 350,000 tested, 2% active | AID 602393; in the data active = activation above about 40%;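 also: 0% = median of the plate's neutral control wells and 100% = double that signal; a rise in the Bmi1 reporter signal indicates esBAF inhibition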
RAD52 anneal inh: inhibitors of human RAD52 DNA annealing; 360,000 tested, 0.46% active; recombinant RAD52 DNA annealing, FRET fluorescence; AID 651710; inhibition, % at 18.7 µM; P43351;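 active = every replicate showing at least 50% inhibition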
Target sequence (P43351 whole entry, looked up): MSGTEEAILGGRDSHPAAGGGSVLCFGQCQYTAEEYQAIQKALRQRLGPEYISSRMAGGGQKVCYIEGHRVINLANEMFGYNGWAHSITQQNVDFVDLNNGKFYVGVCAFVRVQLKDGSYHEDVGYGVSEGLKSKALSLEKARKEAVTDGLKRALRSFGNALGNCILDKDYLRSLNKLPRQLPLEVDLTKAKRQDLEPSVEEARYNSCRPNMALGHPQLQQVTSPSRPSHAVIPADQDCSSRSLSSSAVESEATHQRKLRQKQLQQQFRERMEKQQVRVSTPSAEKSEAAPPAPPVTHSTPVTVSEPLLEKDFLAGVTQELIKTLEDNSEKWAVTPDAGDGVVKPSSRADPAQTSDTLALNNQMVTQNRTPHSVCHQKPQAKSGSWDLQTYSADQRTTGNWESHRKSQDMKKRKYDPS
S100A4 MyoIIA: inhibitors of human S100A4 binding to myosin IIA peptide; P26447; S100A4/TAMRA-MyoIIA peptide fluorescence polarization; inhibition, % at 10.7 µM; 360,000 tested, 0.14% active; AID 652163;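 active = mean inhibition of at least 70% across replicates, with every replicate also reaching that level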
Target sequence (P26447 whole entry, looked up): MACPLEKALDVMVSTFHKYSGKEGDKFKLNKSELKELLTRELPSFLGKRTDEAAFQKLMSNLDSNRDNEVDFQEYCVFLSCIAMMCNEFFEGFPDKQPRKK
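Material: S100A4 monomer protein / Buffer or medium: 50 mM HEPES pH 7.2, 10 mM CaCl2, 100 mM KCl / Times: 5 min incubation before reading / Benchmarks: neutral control DMSO, positive control TFP / Reagent: labelled myosin peptide probe, 5 nM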
ERAP1 inh: ERAP1 (human) enzyme inhibition | recombinant ERAP1, Leu-AMC fluorescence, 60 min | AID 652197 | Q9NZ08 | 340,000 tested, 0.15% active | inhibition, % at 10.7 µM;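 active = mean replicate inhibition of at least 30%, or all replicates individually reaching that 30% level; inactive = mean below 30% and not every replicate reaching it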;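 also: 0% = neutral control wells and 100% = L-leucinethiol positive control wells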
RAD54 branch: inhibitors of human RAD54 branch migration; AID 602329; inhibition, % at 10.4 µM; 360,000 tested, 0.14% active; RAD54 Holliday junction branch migration, FAM/BHQ fluorescence;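 active = mean normalized replicate activity at least 40 and at least half of replicates scoring 40 or more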;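 also: 0% = median of neutral control wells and 100% = median of positive control wells; inhibitors cause a drop in the FAM fluorescence signal; in these data hits start at about 50%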
Xi reactivation: activators of X-chromosome reactivation in mouse fibroblasts; XiGFP mouse fibroblasts, % GFP-positive cells imaging, 3 d; cells co-treated with 5-aza-dC sensitizer; scaled so ellipticine positive control = 100%; activation, % at 7.58 µM; 360,000 tested, 0.055% active; AID 743238;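 active = mean normalized replicate activation at least 10% and every replicate at or above 10%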;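 also: 0% = median of on-plate neutral control wells and 100% = ellipticine 6 µM median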
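System: SV40-immortalized XiGFP fibroblast cells, line 68-5-11 / Incubation: 3-day compound exposure, then 15 min fixation at room temperature / Compound: single concentration per compound, delivered by pin transfer / Buffer or medium: DMEM plus 5-aza-dC sensitizer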
E-selectin induc: induces E-selectin expression in human endothelial cells | 260,000 tested, 0.37% active | AID 686992 | HUVEC E-selectin immunofluorescence imaging; normalized: neutral wells 0, TNF-alpha wells 100 | activation, % at 7.58 µM | P16581;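 active = mean E-selectin-positive cell signal at least 10% of the positive control, reached in at least 60% of replicates, without over 20% cell loss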;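 also: in these data hits start at about 27%; measured in HUVEC primary endothelial cells; signal is the percent of cells scored E-selectin positive by PE staining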
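Read-out: % PE-positive cells | Test system: HUVEC | Doses: One compound dose added by pin transfer | Buffer or medium: EGM-2 over gelatin coat | Signal: Immunofluorescence imaging | Benchmarks: TNF-alpha, DMSO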
ERp5 block: blocks human ERp5 reductase activity on insulin. Q15084. ERp5 insulin aggregation, absorbance 650 nm, 90 min. inhibition, % at 9.99 µM. 350,000 tested, 0.05% active;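 active = mean replicate inhibition above about 25%, with every replicate also reaching it, limit read from the data, passing the limit was not always enough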
Target sequence (Q15084 whole entry, looked up): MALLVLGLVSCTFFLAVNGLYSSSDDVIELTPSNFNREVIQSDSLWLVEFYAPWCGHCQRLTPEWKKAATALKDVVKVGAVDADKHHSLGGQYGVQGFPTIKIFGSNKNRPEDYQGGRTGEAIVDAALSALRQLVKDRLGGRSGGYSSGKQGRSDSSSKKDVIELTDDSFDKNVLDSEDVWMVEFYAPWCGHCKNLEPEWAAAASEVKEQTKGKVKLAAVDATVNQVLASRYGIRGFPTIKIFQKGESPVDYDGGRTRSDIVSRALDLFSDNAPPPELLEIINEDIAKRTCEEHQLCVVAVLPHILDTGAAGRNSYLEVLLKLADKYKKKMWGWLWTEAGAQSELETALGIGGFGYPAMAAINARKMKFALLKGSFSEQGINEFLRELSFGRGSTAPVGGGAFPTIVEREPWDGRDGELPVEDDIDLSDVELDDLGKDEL
* marks the source's active call; other numbers are inactive results; / = no result given; & = joins results of further samples. Compounds were not picked by outcome, and some 2.5% of all compounds hit somewhere here.

Order of results – esBAF inh, RAD52 anneal inh, S100A4 MyoIIA, ERAP1 inh, RAD54 branch, Xi reactivation, E-selectin induc, ERp5 block
- C[C@H](OC(=O)c1[nH]cnc1C(=O)N1CCN(C(=O)OC(C)(C)C)CC1)c1ccccc1
→ 0, -3, -2, -5, -14, 0.2, 0.0, -5
- CCOC(=O)C1CCCN(C(=O)Cn2nc(C)n3c(cc4c(OC)cccc43)c2=O)C1 (stereo unspecified)
→ 2, 2, -2, -1, 11, 0.0, /, 5
- O=C(COC(=O)CCC1CCCC1)Nc1ccccc1Br
→ -2, 3, -1, -2, -11, 0.5, 1.2, 0
- CCCn1nc(C(=O)Nc2cccc(S(=O)(=O)N3CCOCC3)c2)c2ccccc2c1=O
→ 1, 2, -5, 10, -6, 0.0, 0.4, 6
- CCN(CC)S(=O)(=O)N1CCC(C(=O)NCc2ccco2)CC1
→ /, -8, -11, -3, /, 0.3, /, -7
- Cc1cc(C)cc(OCCNC(=O)C(C)N2C(=O)c3ccccc3C2=O)c1 (stereo unspecified)
→ -7, -21, 0, -2, 3, 0.0, /, 0
- O=S(=O)(Nc1ccc2c(c1)OCCO2)c1ccc(F)c(F)c1
→ 4, -8, -13, 5, -3, 0.0, -0.3, 2
- COc1ccc(-c2ccc(SCC(=O)c3ccccc3)nn2)cc1OC
→ /, -29, 1, -1, 1, 0.0, /, 6
- C[C@@H]1CCCCO[C@@H](CN(C)Cc2ccc(C(F)(F)F)cc2)[C@H](C)CN([C@H](C)CO)C(=O)c2cc(NS(=O)(=O)c3cn(C)cn3)ccc2O1
→ -1, -5, 1, 4, 3, -0.9, -0.2, 4
- CCN1CCN(CCCNC(=O)CCC(=O)N2CCOc3ccccc32)CC1
→ 3, -4, -5, 6, -8, 0.1, 0.0, 11
- CC(C)Cc1ccc(C(=O)NCc2ccc3c(c2)OCO3)o1
→ 7, -6, 3, 0, -1, 0.0, 0.5, 1
- COC(=O)C1=C(C)N(CCc2c[nH]c3ccccc23)C(=O)/C1=C\N(C)C
→ /, -15, -12, -1, /, 0.0, /, 2
- Cc1ccc(S(=O)(=O)NCC[C@H]2CC[C@@H](NS(=O)(=O)c3ccccc3Cl)[C@H](CO)O2)cc1
→ 8, 6, -8, -1, 1, 0.0, -0.4, 3
- C[C@@H]1CN([C@H](C)CO)C(=O)c2cc(C#C[C@@H](C)O)cnc2O[C@H]1CN(C)C(=O)c1ccncc1
→ -7, -5, 14, 0, -13, -0.1, -0.2, 5
- CN(C[C@H]1N[C@@H](CO)[C@@H]1c1ccc(C2=CCCC2)cc1)C(=O)c1ccc(F)cc1
→ -44, -22, -6, 2, -9, 0.4, 9.2, -3
- CN1C[C@@H]2[C@@H]3C(=O)N(C)C(=O)[C@@H]3[C@](C)(C1=O)N2C(=O)c1ccc(C(C)(C)C)cc1
→ 4, -17, -3, -1, -10, 0.1, -0.1, 5
- Cc1noc(C)c1S(=O)(=O)Nc1ccc(C(=O)N2CCN(c3ccc(F)cc3)CC2)cc1
→ /, -13, 0, 0, /, 0.0, /, 3
- C=CC[C@@H](CC(=O)N[C@H](CO)Cc1ccccc1)C(=O)NC[C@@H](OC(=O)[C@@H](CC=C)Cc1ccc(F)cc1)c1ccccc1
→ 11, -6, -4, 2, 9, 0.0, 0.3, -5
- Cc1oc2c(C)c3oc(=O)c(CC(=O)N[C@@H](CCCNC(N)=O)C(=O)O)c(C)c3cc2c1C
→ 1, -17, -4, 1, -32, 0.2, /, -2
- CC(=O)c1ccc(N2CCN(C(=O)CN3C(=O)NC4(CCCCC4)C3=O)CC2)c(F)c1
→ 2, -8, 0, 2, -9, 0.6, /, 7
- Cc1ccc(S(=O)(=O)N2CCOC23CCN(C(=O)C(=O)NCc2ccccc2)CC3)cc1
→ 1, -2, 0, -1, -4, 0.0, -0.6, 2
- CCN(C[C@H]1N[C@@](Cc2ccccc2)(C(=O)OC)[C@H]2C(=O)N(C)C(=O)[C@@H]12)S(=O)(=O)c1ccc(C(C)(C)C)cc1
→ -1, -10, 5, 0, -1, 0.0, -0.1, -7
- CCCCC(=O)Nc1nnc(S(=O)(=O)N(CC)c2ccccc2)s1
→ -6, -21, -2, -2, -1, 0.0, 0.5, -1
- C[C@@H]1CCCCO[C@H](CN(C)Cc2ccccc2)[C@H](C)CN([C@@H](C)CO)C(=O)c2cc(NC(=O)NC3CCCCC3)ccc2O1
→ 2, 23, -4, -4, 0, -1.1, 0.0, 0
- C[C@@H]1CN([C@@H](C)CO)C(=O)c2cc(-c3ccccc3)cnc2O[C@H]1CN(C)C(=O)C1CCOCC1
→ 0, -15, 6, 0, 1, -0.3, -0.1, -9
- CC1CC(C)CN(S(=O)(=O)N2CCCC(C(=O)NC3CCCCC3C)C2)C1 (stereo unspecified)
→ 9, 3, -2, 2, 10, 0.0, /, -5
- Cc1ccc2c(CN(C)Cc3ccccc3)cc(=O)oc2c1C
→ 59*, -12, -6, -2, -6, 0.0, 0.9, -4
- CN1c2ccccc2C(C)(C)C12C=Cc1cc(O)ccc1O2 (stereo unspecified)
→ -23, -42, -55, -2, -9, /, /, 4
- CCc1ccc(CN2CCC(n3nccc3NC(=O)C3CCCC3)CC2)cc1
→ -6, -5, -1, 3, -7, 0.0, -0.1, 3
- CC(=O)NS(=O)(=O)c1ccc(NC(=O)CCc2ccccc2)cc1
→ -2, 3, -2, 12, 1, 0.4, 7.0, 0
- C[C@@H]1CN([C@H](C)CO)C(=O)Cc2cc(NS(=O)(=O)c3ccc(F)cc3)ccc2O[C@H]1CN(C)Cc1ccc(C(=O)O)cc1
→ 4&-6, -8&-10, 12&0, 3&-5, -2&-10, 0.8&0.0, 0.6&-0.2, -7&4
- CCOc1cc(/C=N/Nc2nc3ccccc3[nH]2)cc(Br)c1OCC(=O)N(C)C
→ 13, 40, 0, 1, -1, 0.4, -1.8, 8
- C[C@H]1CN([C@@H](C)CO)C(=O)c2cccc(NC(=O)NC3CCCCC3)c2O[C@H]1CN(C)S(=O)(=O)c1ccccc1
→ -6, 8, -10, -5, -16, -0.9, 1.3, 0
- CCOc1ccc(C(=O)COC(=O)c2ccc(-n3cnnn3)cc2)cc1
→ 5, -6, -1, 3, -1, 0.3, /, 4
- CN[C@@H](CO)C(=O)NC[C@H]1O[C@@H](n2cnc3c(N)ncnc32)[C@H](O)[C@@H]1O
→ -2, -7, -3, 0, -10, -0.1, 0.2, -1
- Cc1ncc(C(O)c2ccc(N(C)C)cc2)n1Cc1ccccc1 (stereo unspecified)
→ 1, -19, -7, -1, 3, 0.0, 0.7, -2
- CCN(CC(=O)Nc1c(F)cccc1F)C(=O)CCc1nc2cc(S(=O)(=O)N(C)C)ccc2n1CC
→ /, -14, -2, -1, -2, 0.4, 5.8, -19
- COc1ccc(CC(=O)N/N=C/c2cccnc2)cc1OC
→ -3, -8, 0, -5, -8, 0.0, -0.4, 5
- O=C(Cc1ccncc1)NCC[C@H]1CC[C@H](NC(=O)Nc2ccc(F)cc2)[C@@H](CO)O1
→ 1, -11, -2, -2, -1, 0.6, 0.7, -3
- NC(=O)c1ncn([C@@H]2O[C@H](C(=O)Nc3ccc(Oc4ccccc4)nc3)[C@@H](O)[C@H]2O)n1
→ /, -11, -1, -3, /, 0.0, -0.2, -2
- CCC(=O)N1CCCC(C(=O)Nc2nc3ccccc3n2C)CC1 (stereo unspecified)
→ 3, 3, -8, -1, -3, 0.0, /, 4
- O=C(COC(=O)c1nc(Cl)ccc1Cl)Nc1ccc2c(c1)OCO2
→ /, 6, -1, -1, /, 0.0, 1.8, -4
- COCCN(Cc1nc2ccccc2c(=O)[nH]1)C(=O)COc1c(C)cc(Cl)cc1C
→ 2, -12, -3, -7, -7, -0.1, /, -9
- Cc1cc(Br)c(NC(=O)COC(=O)c2ccc[n+]([O-])c2)c(Br)c1
→ -1, -7, -3, -1, -1, 0.3, 3.9, -10
- C[C@@H]1CN([C@H](C)CO)C(=O)c2cc(NS(C)(=O)=O)ccc2O[C@@H](C)CCCCO[C@H]1CN(C)Cc1ccc2c(c1)OCO2
→ -16, 8, 10, -1, 4, 0.2, 0.0, 0
- O=C(Nc1cscc1S(=O)(=O)c1ccc(Cl)cc1)c1ccccc1Cl
→ 12, -6, -2, -3, 0, 0.3, /, 6
- COc1ccc(C(=O)N(CCc2ccccc2)Cc2cccs2)c(OC)c1
→ 6, 1, 9, 4, 0, 0.6, -0.1, -9
- CCC(=O)Nc1ccc2c(c1)OC[C@@H](C)N(Cc1ccccc1)C[C@@H](C)[C@@H](OC)CN(C)C2=O
→ -3, 15, 1, 0, 0, -0.2, 0.2, 1
- COc1cccc(NC(=O)N[C@H]2CC[C@H](CC(=O)N3CCCCC3)O[C@H]2CO)c1
→ -8, -2, -1, 3, 2, 0.0, 0.3, 4
- O=C(Nc1ccccc1)N1CCCCN2[C@@H](CO)[C@@H](c3ccc(-c4ccncc4)cc3)[C@@H]2C1
→ -11, 6, -6, 1, 14, 0.2, 2.2, -1
- Cc1ccc(Cl)c(OCCCCN2CCC(C)CC2)c1
→ -5, -13, 1, 4, 3, 0.0, 0.3, 2
- N#C[C@@H]1[C@@H](c2ccccc2-c2cccc(F)c2)[C@H](CO)N1C(=O)NC1CCCCC1
→ /, -8, -3, /, /, 0.0, 0.1, 1
- COc1ccccc1CNC(=O)C1CC(c2ccccc2C(F)(F)F)=NO1 (stereo unspecified)
→ 9, /, /, /, -6, 0.1, -0.2, /
- CC(=O)NC(CCS(C)(=O)=O)C(=O)Nc1ccc(Oc2ccccc2)cc1 (stereo unspecified)
→ 6, 5, 1, 5, -6, 0.1, 0.1, 7
- Cc1ccc(OCC(=O)N2CCCC(CO)(CCOc3ccccc3)C2)cc1 (stereo unspecified)
→ /, 3, 0, -3, 4, 0.2, -0.2, 0
- CCn1c(SCC(=O)N(C)Cc2ccc(OC)c(F)c2)nc2cc(S(N)(=O)=O)ccc21
→ 1, -10, -1, 0, -14, 0.3, 42*, -1
- CCOc1ccc(-c2nnc(SCC(=O)N3CCN(c4ccccc4)CC3)o2)cc1
→ -4, -10, 0, /, 11, 0.4, -0.1, -3
- CNC(=O)c1[nH]cnc1C(=O)N[C@@H](Cc1ccccc1)C(=O)OCc1ccccc1
→ -15, /, /, /, -1, 0.0, 0.4, /
